KCNQ2 inh: KCNQ2 channel blockers in CHO-K1 cells – cell-based, FluxOR thallium flux, B-score, primary screen (AID 2156); 20 min; active compounds read low; O88943; hit rate 1.1% among 310,000; B-score at 10 µM;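 active = fluorescence ratio B-score at most minus 3 library SDs, with starting brightness B-score within 2 library SDs, cut at about -5.5 in these data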
Kir21 inh: inhibitors of mouse Kir2.1 inward-rectifier potassium channel. HEK293-Kir2.1, FluxOR thallium flux fluorescence; active compounds read low. B-score at 10 µM. hit rate 0.85% among 310,000. P35561;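 active = fluorescence ratio B-score at or below minus 3 SD of library scores, with starting-brightness B-score within 2 SD, cut at about -4.2 in these data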;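 also: channel flux triggered by added potassium and thallium sulfate stimulus; B-score of peak minus minimum fluorescence over baseline after thallium stimulus; more negative B-score means stronger Kir2.1 block with less thallium influx; some compounds called inactive have numbers as strong as hits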
Target sequence (P35561 whole entry, looked up): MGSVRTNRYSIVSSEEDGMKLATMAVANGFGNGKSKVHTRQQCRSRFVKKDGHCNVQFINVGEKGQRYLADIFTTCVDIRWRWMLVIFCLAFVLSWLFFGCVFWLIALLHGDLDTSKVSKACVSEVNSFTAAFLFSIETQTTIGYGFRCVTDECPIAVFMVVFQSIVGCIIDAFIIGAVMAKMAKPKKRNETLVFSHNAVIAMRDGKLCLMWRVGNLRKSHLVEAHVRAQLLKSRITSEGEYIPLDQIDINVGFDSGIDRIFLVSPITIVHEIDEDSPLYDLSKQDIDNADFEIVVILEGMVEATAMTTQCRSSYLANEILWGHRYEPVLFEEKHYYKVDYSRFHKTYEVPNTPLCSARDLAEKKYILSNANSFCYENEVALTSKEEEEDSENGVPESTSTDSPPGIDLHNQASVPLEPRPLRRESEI
Starred values were filed as active, the others as inactive; i = inactive.

SMILES | KCNQ2 inh | Kir21 inh
COc1ccc(S(=O)(=O)N2CCC(C(=O)Nc3cccc(C(C)=O)c3)CC2)cc1 | i | 0.62
Nc1ccc2nn(-c3cccc4ccccc34)nc2c1 | i | 1.76
O=C(NCc1ccccc1Cl)c1cc(=O)[nH]c2ccccc12 | i | -0.03
CC(C)(C)NC(=O)C1c2ccccc2Oc2ccccc21 | i | -0.92
COc1ccc(C2Nc3ccccc3C(=O)N2NC(C)=O)cc1OC (stereo not drawn) | i | -0.61
Cc1ccc(-c2nc3ccccc3s2)cc1S(=O)(=O)N1CCCC1 | i | 0.07
CCOc1ccccc1NC(=O)C1CCC(CNc2c(N3CCOCC3)c(=O)c2=O)CC1 (stereo not drawn) | i | 0.05
COc1ccc(NC(=O)C2C3CCC(C3)C2C(=O)O)cc1OC (stereo not drawn) | i | 0.81
Cc1ccc(S(=O)(=O)NCc2ccccc2)cc1C(=O)N(C)Cc1ccccc1F | i | -0.89
CCC(C)NC(=O)CNC(=S)N(Cc1ccccc1F)C1CCCCC1 (stereo not drawn) | i | -0.77
O=C(COc1ccc(Cl)cc1)N1CCCCCCC1 | i | -0.02
Cn1c(=O)[nH]c(=O)c2c1nc(Sc1nc3ccccc3s1)n2Cc1ccccc1 | i | -1.81
O=C1CNC(=S)N1c1nc(-c2ccccc2)cs1 | i | -0.07
COc1cccc(C(=O)Nc2nc(-c3ccc4c(c3)OCO4)cs2)c1 | i | 2.54
COCCSc1nnc(NC(=O)c2ccco2)s1 | i | -0.39

At a glance, some entries already given.
SMILES | KCNQ2 inh | Kir21 inh
COc1ccc(S(=O)(=O)N2CCC(C(=O)Nc3cccc(C(C)=O)c3)CC2)cc1 | i | 0.62
Nc1ccc2nn(-c3cccc4ccccc34)nc2c1 | i | 1.76
O=C(NCc1ccccc1Cl)c1cc(=O)[nH]c2ccccc12 | i | -0.03
CC(C)(C)NC(=O)C1c2ccccc2Oc2ccccc21 | i | -0.92
COc1ccc(C2Nc3ccccc3C(=O)N2NC(C)=O)cc1OC (stereo not drawn) | i | -0.61
Cc1ccc(-c2nc3ccccc3s2)cc1S(=O)(=O)N1CCCC1 | i | 0.07
CCOc1ccccc1NC(=O)C1CCC(CNc2c(N3CCOCC3)c(=O)c2=O)CC1 (stereo not drawn) | i | 0.05
COc1ccc(NC(=O)C2C3CCC(C3)C2C(=O)O)cc1OC (stereo not drawn) | i | 0.81
Cc1ccc(S(=O)(=O)NCc2ccccc2)cc1C(=O)N(C)Cc1ccccc1F | i | -0.89
CCC(C)NC(=O)CNC(=S)N(Cc1ccccc1F)C1CCCCC1 (stereo not drawn) | i | -0.77
O=C(COc1ccc(Cl)cc1)N1CCCCCCC1 | i | -0.02
Cn1c(=O)[nH]c(=O)c2c1nc(Sc1nc3ccccc3s1)n2Cc1ccccc1 | i | -1.81
O=C1CNC(=S)N1c1nc(-c2ccccc2)cs1 | i | -0.07
COc1cccc(C(=O)Nc2nc(-c3ccc4c(c3)OCO4)cs2)c1 | i | 2.54

(continued)
SMILES | KCNQ2 inh | Kir21 inh
COc1cc(-c2noc(CCCC(=O)NCc3ccco3)n2)cc(OC)c1OC | i | -2.97
Cc1c(NC(=O)c2ccccc2N)cccc1C(=O)O | i | -1.58
COc1cccc(CN2CCNC(=O)C2CC(=O)NCCn2cccn2)c1OC (stereo not drawn) | i | 0.73
Cc1c(C(=O)N2CCCC2)oc2c1-c1nn(CC(=O)NCCCN3CCCCC3C)cc1CC2 (stereo not drawn) | i | 0.14
COC(=O)c1sccc1NC(=O)c1ccc(C#N)cc1 | i | -2.32
CCSc1cc(C)nc2c(-c3ccccc3)c(C)nn12 | i | -3.04
Cc1cccc(OCCNC(=O)CSc2ccc(C(F)(F)F)cc2[N+](=O)[O-])c1 | i | -1.36
C=CCn1c(N)c(C(=O)OCCC)c2nc3ccccc3nc21 | i | -1.1
CC(C)Nc1nc(N)c(C(=O)C23CC4CC(CC(C4)C2)C3)s1 | i | 0.84
CCOC(=O)C1=C(C)NC(=O)C(C(N)=O)C12CCCC2 (stereo not drawn) | i | -2.59
Cc1ccc(NC(=O)CCC(=O)OC(C)C(=O)c2ccccc2)cc1 (stereo not drawn) | i | -1.2
O=S(=O)(Nc1ccc(-n2cccc2)cc1)c1ccc(Cl)c(Cl)c1 | i | 0.36
CCN(C(=O)COc1ccc(C(=O)c2ccccc2)cc1)c1ccccc1 | i | -1.06
CC1=C(/C=C/C(C)=C/C=C/C(C)=C/CO)C(C)(C)CCC1 | i | 0.46
CCOC(=O)c1c(NC(=O)C2c3ccccc3Oc3ccccc32)sc(C(N)=O)c1C | i | 0.72
O=C(NCc1ccccc1)c1ccc(CS(=O)(=O)Cc2ccccc2F)o1 | i | -0.06
Cc1cc2oc(=O)cc(CN(C)Cc3ccc(OC(F)F)cc3)c2cc1Cl | i | 0.96
NC(=O)Cc1ccc(C(=O)c2ccccc2F)s1 | i | 0.18
Cc1cccc(NC(=S)NCCc2ccccc2)n1 | i | -0.06
CCCC(C(=O)NC1CCCC1)N(CC1CCCO1)C(=O)c1snc(C(N)=O)c1N (stereo not drawn) | i | -0.57
CCN1CCN(c2ccc(S(=O)(=O)N3CCOCC3)cc2NC(=O)C(C)Oc2cccc(Cl)c2)CC1 (stereo not drawn) | i | 2.41
COc1ccccc1OCC(=O)Nc1c2c(nn1-c1ccc(C)cc1)CS(=O)(=O)C2 | i | -1.55
COC(=O)c1ccccc1NC(=O)c1ccc(COc2cccc3ccccc23)o1 | -6.46* | 0.48
c1csc(C(c2nnnn2C2CCCCC2)N2CCCC3(CCCCC3)C2)c1 (stereo not drawn) | i | 0.16
O=C(CN1C(=O)c2cccnc2Oc2ccc(Cl)cc21)NC1CCCC1 | i | -1.71
CC1CCC(N2CCNCC2)CC1 (stereo not drawn) | i | 0.28
Cc1ccc(NC(=O)CN(C)C(=O)CCOc2cccc(C)c2)cc1 | i | 0.36
CCOC(=O)N1CCN(C(=O)C2CCN(S(=O)(=O)c3ccccc3)CC2)CC1 | i | 1.34
CC(C)NC(=O)CCNC(=O)c1ccc(F)cc1 | i | 0.68
CCOC(=O)/C=c1\sc2n(c1=O)CCN=2 | i | 1.04
Cc1cccc(N=C2NC(=O)c3cc([N+](=O)[O-])ccc32)c1 | i | -0.31
CCNC(=O)/C=C1\NC(C)(C)Cc2c1ccc1ccccc21 | i | -0.76
Cc1nnc(NC(=O)c2cccc(S(=O)(=O)N3CCCC3)c2)s1 | i | 2.52
CC(=O)c1cccc(NC(=O)CCS(=O)(=O)c2ccc(Br)s2)c1 | i | 1.54
CCOC(=O)c1c(C)nc(C)c(C(=O)OCC)c1-c1cccnc1 | i | -0.38
Cc1ccc(C(=O)NNC(=O)CSc2nnc(-c3ccncc3)n2C)cc1 | i | -0.08
O=C(CNC(=O)c1ccc(Br)o1)NCc1ccccc1 | i | 0.69
CCNC(=O)OCC(CC)NC(=O)OCC(C)C (stereo not drawn) | i | 1.83
COC(=O)/C(C(C)=O)=C(\C=C\N(C)C)N(C)C | i | -0.91
O=C(CCCn1nnc(-c2cccnc2)n1)c1ccc(F)cc1 | i | 0.16
COc1ccc(Cl)c(N2CCN(CCCNC(=O)Nc3ccc(C)cc3)CC2)c1 | i | -6.35*
CC1CCCN(CC(=O)Nc2cccc([N+](=O)[O-])c2)C1 (stereo not drawn) | i | -1.08
O=C(Nc1ccc2c(c1)OCCO2)c1ccc(Cl)cc1 | i | 0.72
CCn1c(SCC(=O)N2CCCC2)nc2ccccc21 | i | 0.5
O=C(NCc1ccc(F)cc1)C1CC(=O)N(C2CCCCCCC2)C1 (stereo not drawn) | i | 0.79
O=C(NCCCc1ccccc1)Nc1cccc(Cl)c1 | i | -0.65
O=C(CN1CCOCC1)Nc1ccc(Cl)c(Cl)c1 | i | 1.16
Cc1cccc(C)c1N(CC(=O)Nc1cccc(N(C)S(C)(=O)=O)c1)S(C)(=O)=O | i | 0.04
Cn1ccsc1=NC(=O)c1cc(S(=O)(=O)N2CCOCC2)ccc1Cl | i | -1.21
Cc1nn(-c2ccccc2)c(N2CCCC2)c1/C=N/O | i | -0.67
CCCCn1c(N)c(N(CCC(C)C)C(=O)c2cccc(S(=O)(=O)N3CCN(C)CC3)c2)c(=O)[nH]c1=O | i | 1.09
Cc1cc(C(=O)COC(=O)CN(C)S(=O)(=O)c2ccc(Cl)cc2)c(C)n1Cc1cccs1 | i | 0.37
O=C(NCC(O)c1ccccc1)c1ccc(Cl)c(S(=O)(=O)N2CCCC2)c1 (stereo not drawn) | i | -0.16
Cc1cc(C(=O)N2CCCC(N3CCN(Cc4ccc5c(c4)OCO5)CC3)C2)n[nH]1 (stereo not drawn) | i | -0.87
CC1=NNC(=O)C1CC(=O)N/N=C(\C)c1cccs1 (stereo not drawn) | i | -0.67
O=Cc1ccc(N2CCCCC2)cc1 | i | 0.39
COc1cc(OC)cc(C(=O)Nc2nnc(-c3cccnc3)o2)c1 | i | -0.51
CCC(C)NC(=O)C1CCC(=O)N(c2cc(OC)c(OC)c(OC)c2)C1c1ccc(OC)cc1 (stereo not drawn) | i | 0.76
CCn1cc(/C=C(\NC(=O)c2ccc(C)cc2)C(=O)NCCN2CCOCC2)c2ccccc21 | i | -0.65
Cc1c(C=O)c2ccccc2n1CC(=O)NCc1ccccc1 | i | -0.08

The results go on.
SMILES | KCNQ2 inh | Kir21 inh
CC(C)CN(CCCNC(=O)CN1C(=O)COc2ccc(S(=O)(=O)N3CCC(C)CC3)cc21)CC(C)C | i | 0.03
CCO[C@@H]1OC(C(=O)N2CCN(Cc3ccc4c(c3)OCO4)CC2)=C[C@H](c2ccc3c(c2)OCO3)[C@H]1CCCO | i | -0.39
OC(CNCc1cccc(Cl)c1)c1ccccc1 (stereo not drawn) | i | -0.42
Cc1cccc(NC(=O)CN2CCc3cc4c(cc3C2)OCCCO4)c1 | i | 0.45
O=S(=O)(c1ccccc1Br)N1CCC(O)(c2cccnc2)CC1 | i | 0.93
CC1CCCCC1NC(=O)c1ccc(CNc2c(N3CCCC3)c(=O)c2=O)cc1 (stereo not drawn) | i | 0.12
Cc1nc(CNC(=O)c2cc(COc3c(F)cccc3F)on2)cs1 | i | 0.13
CC1Oc2ccccc2C=C1/C=N\NC(=O)c1cccnc1 (stereo not drawn) | i | 0.03
CCOCC(=O)Nc1ccc([N+](=O)[O-])cc1Cl | i | 0.12
O=C(NN1C(=O)C2CC=C(Cl)CC2C1=O)c1ccncc1 (stereo not drawn) | i | 1.22
CC(C)(C)OC(=O)NNC(=S)NCc1ccc(Cl)cc1 | i | -0.65
COc1ccc(-n2c(SCC(=O)N/N=C/c3ccccc3OCC(=O)O)nc3ccccc3c2=O)cc1 | i | -1.3
Cc1cc(S(=O)(=O)N2CCN(c3ccccc3C)CC2)ccc1F | i | -0.05
COc1ccc([C@@H]2[C@@H]3C(=O)N(C(C)(C)C)C(=O)[C@@H]3[C@]3(Cc4ccccc4)C(=O)N(c4ccc(C)cc4)C(=O)N23)cc1 | i | 0.27
Cc1nn(CC(=O)N(C)Cc2ccc(F)cc2)c(C)c1[N+](=O)[O-] | i | 1.33
O=C1NC(=O)C2(CCCCCCCCCCC2)N1 | i | 1.38
COc1ccc(S(=O)(=O)N2CCOC2CNC(=O)C(=O)NCCCN2CCOCC2)cc1 (stereo not drawn) | i | -0.73
S=c1nc(-c2ccccc2Br)[nH][nH]1 | i | -0.42
COc1cccc(CN2CCNC(=O)C2CC(=O)N(C)CC2CCOCC2)c1 (stereo not drawn) | i | -0.46
O=C(CN(C(=O)CNC(=O)c1cccs1)c1ccc(F)cc1)NC1CCCC1 | i | 0.16
COc1ccc(-n2c(SCC(=O)Nc3ccc(C(N)=O)cc3)nc3c([nH]c4ccccc43)c2=O)cc1OC | i | 0
CCOC(=O)COc1ccc(S(=O)(=O)Nc2ccc3c(c2)OCO3)cc1 | i | 1.16
Fc1ccc(NCc2nnc(SCc3nnc(-c4ccccc4)o3)n2CC2CCCO2)cc1 (stereo not drawn) | i | -2.82
Cc1cc(C)n2nc(/C(C#N)=C/c3ccccn3)c(C#N)c2n1 | i | -0.01
Cc1ccc(CNC(=O)c2ccc(Br)o2)cc1 | i | 0.73
CCC(=O)c1ccc(OCc2ccc(C(=O)c3ccccc3)cc2)cc1 | i | 0.71
CC(=O)/C(=C/c1ccccc1)C(=O)Nc1ccccc1C | i | -5.54*
O=C(CCCc1nc2ccccc2s1)Nc1nccs1 | i | 0.56
CC12CCC(C(=O)NCCCn3ccnc3)(OC1=O)C2(C)C (stereo not drawn) | i | 0.02
COc1ccc(-c2ncn(CCC#N)c2[N+](=O)[O-])cc1 | i | 0.56
Cc1ccc(CNCCCSc2nc(C)cc(C)n2)cc1 | i | -4.91*
CC(C)(C)NCC(O)COCc1ccc(Cl)cc1 (stereo not drawn) | i | 0.42
O=C(CSc1nnc(Cn2nnc(-c3ccccc3)n2)n1-c1ccccc1)Nc1ccc(F)cc1 | i | -0.2
CNS(=O)(=O)c1ccc(CCC(=O)N2CCOCC2)cc1 | i | 0.02
COc1ccc(NC(=O)N2CCCC2C(=O)Nc2cccc(C)c2C)cc1 (stereo not drawn) | i | 1.01
Cc1ccc(OCC(=O)N/N=C\c2ccc(O)c([N+](=O)[O-])c2)c([N+](=O)[O-])c1 | i | 1.2
O=C(O)C(Cc1ccccc1-c1ccccc1)C(=O)O | i | 0.87
COc1ccc(CCNC(=O)c2cc(-c3ccc(C)cc3O)n[nH]2)cc1OC | i | 2.09
CC(C)CNC(=O)c1cccc(NC(=O)C(C)C)c1 | i | 0.05
CCOc1ccc(NC(=O)C2CC(=O)N(CC)C(=Nc3ccc4c(c3)OCO4)S2)cc1 (stereo not drawn) | i | 0.04
COc1ccc(CNC(=O)CNS(=O)(=O)c2ccc(Cl)cc2)cc1 | i | 0.64
CC(C)(C)c1n[nH]c(=S)n(/N=C/c2cccs2)c1=O | i | 0.4
Cc1ccc(S(=O)(=O)N2CCN(C)CC2)cc1C(=O)NC1CCCCC1 | i | -0.48
